Assay outcomes deposited in PubChem BioAssay by NMMLSC.
Bim-Bcl-B: inhibitors of Bim-Bcl-B interaction, human | Q9HD36 | bead-based flow cytometry, Bim peptide-Bcl-B binding | inhibition, % at 10 µM | actives 0.073% (n = 190,000) | AID 951;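 also: 0% = tracer peptide without compound and 100% = reference inhibitor peptide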
GSH fluor: GSH bead compound fluorescence profile. GSH beads flow cytometry, compound fluorescence 488/530 nm; active compounds read high. fluorescence (KMESF) at 10 µM. actives 0.25% (n = 190,000). AID 1776; in the data active = fluorescence above about 89;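 also: glutathione beads carrying GST-tagged Bcl family fusion proteins plus one bare bead set; values are compound well signal with DMSO vehicle wells as background; inactives centre near 16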
Bfl-1 Bim block: inhibitors of Bim-Bfl-1 interaction, human; AID 1008; Q16548; Bead-based flow cytometry, Bim-Bfl-1 binding inhibition; inhibition, % at 10 µM; actives 0.12% (n = 190,000);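 also: 0% = wells without compound plus tracer and 100% = blocker peptide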
Bcl-W Bim block: inhibitors of Bim-Bcl-W interaction, human; actives 0.02% (n = 190,000); Q92843; bead-based flow cytometry, Bim peptide-Bcl-W binding; AID 952; inhibition, % at 10 µM;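 also: 0% = bound tracer without compound and 100% = peptide blocker; higher means less fluorescent Bim peptide bound to Bcl-W beads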
ABCB1 inh: human ABCB1 inhibition, ABCG2 as counter-screen; CCRF-Adr cells, JC-1 efflux, flow cytometry; inhibition, % at 6.6 µM; actives 0.067% (n = 190,000); in the data active = inhibition above about 40%;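 also: 0% = vehicle and 100% = reference inhibitor; higher value means more JC-1 retained so stronger ABCB1 efflux block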
Target sequence (P08183 whole entry, looked up): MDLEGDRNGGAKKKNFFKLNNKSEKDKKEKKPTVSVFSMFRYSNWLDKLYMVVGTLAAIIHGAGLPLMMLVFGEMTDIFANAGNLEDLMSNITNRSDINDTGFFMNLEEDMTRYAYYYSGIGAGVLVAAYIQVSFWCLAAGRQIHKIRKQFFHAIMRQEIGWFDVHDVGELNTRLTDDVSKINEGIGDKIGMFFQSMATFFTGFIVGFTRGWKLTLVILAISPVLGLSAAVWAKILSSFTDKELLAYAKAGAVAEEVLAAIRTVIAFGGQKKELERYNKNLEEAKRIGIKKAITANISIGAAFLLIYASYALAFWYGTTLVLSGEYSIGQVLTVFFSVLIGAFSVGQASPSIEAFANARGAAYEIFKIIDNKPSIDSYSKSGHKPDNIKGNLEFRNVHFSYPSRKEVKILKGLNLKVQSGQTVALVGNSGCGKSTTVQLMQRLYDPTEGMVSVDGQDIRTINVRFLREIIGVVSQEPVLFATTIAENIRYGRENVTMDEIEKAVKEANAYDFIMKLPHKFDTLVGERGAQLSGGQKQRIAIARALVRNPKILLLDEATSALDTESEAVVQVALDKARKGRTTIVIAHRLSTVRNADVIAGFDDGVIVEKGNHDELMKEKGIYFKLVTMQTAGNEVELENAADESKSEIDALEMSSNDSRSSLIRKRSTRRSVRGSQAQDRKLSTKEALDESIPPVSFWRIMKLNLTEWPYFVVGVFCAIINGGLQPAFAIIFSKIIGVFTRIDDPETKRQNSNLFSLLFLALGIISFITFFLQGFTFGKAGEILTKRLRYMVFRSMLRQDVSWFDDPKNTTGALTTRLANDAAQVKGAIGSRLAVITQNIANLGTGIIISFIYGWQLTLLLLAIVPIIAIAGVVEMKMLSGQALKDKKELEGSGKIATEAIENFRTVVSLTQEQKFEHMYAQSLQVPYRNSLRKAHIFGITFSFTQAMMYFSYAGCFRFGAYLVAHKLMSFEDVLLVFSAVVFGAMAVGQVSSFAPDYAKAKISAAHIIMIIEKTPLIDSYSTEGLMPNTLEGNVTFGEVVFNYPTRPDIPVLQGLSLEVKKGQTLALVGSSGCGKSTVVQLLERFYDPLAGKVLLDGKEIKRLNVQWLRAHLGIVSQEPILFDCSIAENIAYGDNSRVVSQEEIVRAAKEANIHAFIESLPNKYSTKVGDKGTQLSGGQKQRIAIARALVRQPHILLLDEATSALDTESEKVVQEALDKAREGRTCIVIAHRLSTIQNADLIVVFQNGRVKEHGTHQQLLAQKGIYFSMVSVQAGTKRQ
RGS8-Gao reg: regulators of human RGS8-Galphao interaction; actives 0.34% (n = 220,000); multiplexed bead flow cytometry, RGS8-Galphao binding; actives lie on both sides; AID 1423; response (percent of control binding), % at 10 µM; P09471; in the data active = response below about 60% or above about 140%; inactive = in between;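 also: Galphao activated as the GDP aluminium fluoride complex binding bead-coupled RGS8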
RGS7-Gao reg: modulates binding of RGS7 to human Galphao | binding response (% of control), % at 10 µM | actives 0.35% (n = 220,000) | Multiplexed bead flow cytometry; actives lie on both sides | P09471; in the data active = binding response below about 49% or above about 150%; inconclusive = no clear call, values can overlap the other calls; inactive = in between;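 also: fluorescent Galphao held in activated GDP-AlF4 state binding bead-coupled RGS7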
ABCG2 block: human ABCG2 inhibition, ABCB1 as counter-screen. inhibition, % at 6.6 µM. IgMXP3 cells, JC-1 efflux, flow cytometry. actives 0.1% (n = 190,000). AID 1325. Q9UNQ0;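 active = inhibition above 80%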;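 also: 0% = DMSO and 100% = nicardipine control wells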
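Read-out basis: Efflux inhibition in percent versus controls | Test system: ABCG2 IgMXP3 and barcoded ABCB1 CCRF-Adr cell mix | Quantity: 3 million cells/mL in well | Schedule: 10 min at 25 °C | Control set: Nicardipine as high control, DMSO as low control | Reagent: JC-1 as fluorescent efflux pump substrate | Signal: Flow cytometry of retained JC-1 fluorescence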
Bim-Bcl-XL: human Bim-Bcl-XL interaction inhibition | Q07817 | inhibition, % at 10 µM | actives 0.04% (n = 190,000) | Bim peptide-Bcl-XL binding, bead flow cytometry, fluorescence
Bcl-2 Bim block: human Bim-Bcl-2 interaction inhibition; actives 0.06% (n = 190,000); Bead-based flow cytometry, Bim peptide-Bcl-2 binding; inhibition, % at 10 µM; P10415; in the data active = inhibition above about 40%; inconclusive = no clear call, values can overlap the other calls;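 also: 0% = no compound wells with probe peptide and 100% = reference peptide inhibitor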
RGS4-Gao reg: human RGS4-Galphao interaction regulation | P09471 | Multiplexed bead flow cytometry, RGS4-Galphao binding; actives lie on both sides | binding response (% of control), % at 10 µM | actives 0.33% (n = 220,000) | AID 1415; in the data active = binding response below about 49% or above about 150%; inactive = in between;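 also: fluorescent Galphao activated with aluminum fluoride binding bead-coupled RGS4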
An asterisk follows results filed as active; ? = inconclusive. Rule as the data show it, unless noted: active = inhibition above about 40%.

structure | Bim-Bcl-B | GSH fluor | Bfl-1 Bim block | Bcl-W Bim block | ABCB1 inh | RGS8-Gao reg | RGS7-Gao reg | ABCG2 block | Bim-Bcl-XL | Bcl-2 Bim block | RGS4-Gao reg
Cc1ccc(CSc2nnc(-c3ccco3)n2N)cc1 | 0 | 20 | 0 | 0 | 0.2 | 104 | 103 | 3 | -1 | 0 | 106
CCOC(=O)c1c(C)oc2ccc(NS(=O)(=O)c3cccs3)cc12 | 3 | 15 | 0 | 1 | 0.8 | 99 | 100 | 4 | 0 | 1 | 103
CCn1c(=O)n(CCc2ccccc2)c(=O)c2c3c(sc21)CCCC3 | -3 | 15 | -10 | 0 | 0.9 | 103 | 105 | 4 | -2 | 0 | 102
CCOc1ccc(C(=O)NCC2CCCO2)cc1OCC (stereo not given) | -3 | 24 | -7 | -3 | 0.4 | 100 | 98 | 2 | -4 | -3 | 102
Cc1ccc(NC(=O)CN(C)C(=O)COc2cc(F)ccc2[N+](=O)[O-])cc1 | -2 | 16 | -6 | 1 | 0.8 | 99 | 96 | 10 | 1 | -2 | 97
CCC(=O)Nc1ccc2c(c1)C(=O)N(C1CCCCC1)C2=O | 0 | 12 | 0 | 1 | -0.1 | 105 | 105 | 0 | 2 | -4 | 105
CN1CCN(c2ccc(NC(=O)c3ccc4c(c3)OCCO4)cc2)CC1 | 3 | 16 | -4 | -4 | 1.1 | 101 | ? | 8 | -1 | -3 | 103
COc1ccccc1NC(=O)CCC(=O)Nc1nnc(C(F)(F)F)s1 | -9 | 25 | -12 | 0 | 1.0 | 100 | 98 | 6 | -5 | -9 | 99
CC(C)(C)NC(=O)CSc1nnc(-c2ccco2)n1Cc1ccco1 | -6 | 17 | -2 | -4 | 0.5 | 100 | 99 | 32 | -5 | 1 | 104
COc1cc(NC(=O)CSc2nnc(C)s2)cc(OC)c1 | -5 | 15 | -9 | 0 | -0.1 | 103 | 105 | 0 | 0 | -4 | 105
COc1cccc(C(=O)OCC(=O)NC(=O)NC2CCCC2)c1O | -4 | 15 | -5 | 1 | 0.9 | 100 | 104 | 8 | -1 | -2 | 102
CCOC(=O)CNC(=O)c1sc(NC(=O)c2ccccc2)nc1C | 0 | 17 | -1 | -3 | 0.2 | 103 | 103 | 5 | 0 | -3 | 106
CC1=CCC2C(=O)N(c3cc(C)on3)C(=O)C2C1 (stereo not given) | -4 | 23 | 1 | -4 | -0.6 | 102 | 99 | -1 | -9 | -8 | 99
Cc1c(NC(=O)COC(=O)c2cc(-c3ccc(-c4ccccc4)cc3)nc3ccccc23)c(=O)n(-c2ccccc2)n1C | -26 | 10 | -12 | -10 | -0.1 | 101 | 94 | -1 | -10 | -2 | 98
CC(=O)c1ccc(NCCC(=O)c2ccccc2)cc1 | 0 | 9 | -4 | 0 | 0.1 | 98 | 97 | 12 | 0 | 2 | 100
COc1ccc(CC(=O)Nc2ccc(S(=O)(=O)NCC3CCCO3)cc2)cc1 (stereo not given) | -5 | 17 | -1 | 0 | 0.7 | 104 | 105 | 2 | 0 | 0 | 101

Shown with two lines to a compound: part of the list above
Values run as follows: Bim-Bcl-B	GSH fluor	Bfl-1 Bim block	Bcl-W Bim block	ABCB1 inh	RGS8-Gao reg	RGS7-Gao reg	ABCG2 block	Bim-Bcl-XL	Bcl-2 Bim block	RGS4-Gao reg
- COc1cc(NC(=O)CSc2nnc(C)s2)cc(OC)c1
 : -5	15	-9	0	-0.1	103	105	0	0	-4	105
- CC(=O)c1ccc(NCCC(=O)c2ccccc2)cc1
 : 0	9	-4	0	0.1	98	97	12	0	2	100

The results go on.
structure | Bim-Bcl-B | GSH fluor | Bfl-1 Bim block | Bcl-W Bim block | ABCB1 inh | RGS8-Gao reg | RGS7-Gao reg | ABCG2 block | Bim-Bcl-XL | Bcl-2 Bim block | RGS4-Gao reg
COc1ccc2oc(-c3cccc(NC(=O)CSc4ccc(Cl)cc4)c3)nc2c1 | -11 | 11 | -5 | -5 | -0.5 | 101 | 97 | 1 | -9 | -10 | 97
CN(C)CCNC(=O)c1cccc(S(=O)(=O)Nc2ccc(F)cc2)c1 | 0 | 19 | -2 | -1 | -0.1 | 99 | 93 | 0 | 0 | -1 | 95
CC(C)(C)C(=O)N(CCN(C(=O)C(C)(C)C)c1ccccc1)c1ccccc1 | 0 | 17 | -3 | 0 | 1.2 | 103 | 113 | 2 | 1 | -1 | 111
Cc1[nH]c2ccccc2c1C(Nc1nccs1)c1ccncc1 (stereo not given) | -6 | 15 | 1 | -4 | -0.1 | 98 | 101 | 4 | -6 | -3 | 102
CN(C)C(CN1C(=O)C2CC=CCC2C1=O)c1cn(C)c2ccccc12 (stereo not given) | -7 | 28 | 0 | -2 | 0.2 | 98 | 100 | 1 | -5 | 1 | 100
Cc1cc(-n2nc(C)cc2C)nc(NS(=O)(=O)c2ccccc2)n1 | -10 | 25 | -8 | -5 | 0.9 | 109 | 101 | 6 | -6 | -9 | 101
CC(C)CCNC(=O)C(c1ccncc1)N(CC1CCCO1)C(=O)Cn1nnc(-c2ccc(F)cc2)n1 (stereo not given) | 1 | 12 | 3 | -1 | -1.8 | 104 | 100 | -13 | 0 | 0 | 104
Cc1cccc(NC(=O)CSc2nc(C)nc3c2c(=O)n(C)c(=O)n3C)c1 | -3 | 17 | -12 | -3 | 0.9 | 99 | 101 | 6 | -2 | -5 | 101
CCOC(=O)c1nnn(-c2nonc2N)c1-c1ccc(OC)cc1 | -14 | 49 | -10 | 5 | 0.2 | 99 | 99 | 1 | 0 | -13 | 98
COC(=O)C1=C(C)N(C)C(=O)NC1c1ccc(O)c(Cl)c1 (stereo not given) | -4 | 12 | -3 | 1 | 0.6 | 97 | 94 | 8 | -2 | 1 | 98
COc1ccc(CCN2C(=O)CS/C2=N\NC(=O)c2cccs2)cc1OC | -3 | 8 | -3 | 0 | 0.3 | 99 | 94 | 20 | -1 | 0 | 99
O=c1cc(CS(=O)(=O)c2ccccc2)nc(-c2ccncc2)[nH]1 | -1 | 71 | -2 | 0 | 0.1 | 98 | 90 | 3 | -5 | -2 | 98
O=C(NC1CCCC1)C(c1ccsc1)N(C(=O)Cc1cccs1)c1ccc(F)cc1 (stereo not given) | -3 | 30 | -5 | -2 | 1.2 | 78 | 87 | -8 | -7 | 0 | 89
COC(=O)c1cc2c([nH]c3ccccc32)c(C)n1 | -2 | 27 | -3 | -2 | 1.4 | 101 | 107 | 17 | 0 | -5 | 111
CCOC(=O)c1sc(=S)n(C)c1NC(=O)c1ccccc1Cl | -12 | 11 | 3 | -4 | -1.0 | 105 | 115 | -6 | -6 | -4 | 101
C/C(=N\O)c1c(C)c2ccccc2n1C | -6 | 47 | -10 | 5 | 0.0 | 100 | 94 | 0 | 9 | -4 | 101
O=C(CCSc1nnc2ccccn12)Nc1ccc(F)cc1 | 0 | 13 | -2 | -3 | 0.6 | 98 | 100 | 3 | -3 | -5 | 99
CC(=O)NC(CCS(C)(=O)=O)C(=O)Nc1ccccc1 (stereo not given) | 0 | 19 | -8 | 3 | -2.3 | 101 | 103 | -3 | -3 | -2 | 103
CCN(CC)Cc1c(C(=O)OC(C)C)nnn1-c1nonc1N | -7 | 12 | -11 | 2 | -0.1 | 99 | 98 | -1 | -4 | -8 | 96
CCc1ccc2oc(=O)cc(CN(C)Cc3ccccc3)c2c1 | -6 | 23 | -6 | -4 | 3.0 | 100 | 99 | 77 | -6 | -3 | 100
CCOC(=O)Cn1c(CN2CCN(c3cccc(Cl)c3)CC2)nc2c1c(=O)[nH]c(=O)n2C | -10 | 16 | -9 | -4 | 0.6 | 101 | 102 | 2 | -9 | -3 | 103
COc1cc(C2C(C(=O)OC(C)C)=C(C)Nc3ncnn32)cc(OC)c1OC (stereo not given) | -4 | 19 | -10 | 0 | 1.6 | 99 | 101 | 10 | -4 | -9 | 100
Cc1nn(C)cc1C(C(=O)NC1CCCCC1)N(C(=O)Cc1cccs1)c1ccc(F)cc1 (stereo not given) | -13 | 6 | -1 | -8 | 1.2 | 93 | 85 | 15 | -8 | -2 | 87
CCOC(=O)c1ncn2c1C(=O)OC2(C)C | -6 | 23 | -14 | 0 | 0.2 | 102 | 100 | 13 | -3 | -10 | 100
O=C(OC(C(=O)NCC1CCCO1)c1ccc(F)cc1)c1ccco1 (stereo not given) | -5 | 13 | -5 | 3 | 0.9 | 101 | 107 | 9 | 0 | -3 | 104
COc1cc(OC)cc(C(=O)N[C@H](C(=O)NCCc2c[nH]c3ccccc23)C(C)C)c1 | 0 | 10 | -2 | 3 | 0.0 | 99 | 106 | 2 | 0 | 0 | 104
COc1ccc(NC(=O)c2cc(CN3C(=O)c4ccccc4C3=O)ccc2OC)cn1 | -6 | 51 | -9 | 0 | 0.6 | 102 | 100 | 1 | 3 | -7 | 104
CCOC(=O)C1=C(C)N(C)C(=O)NC1c1c(C)nn(-c2ccccc2)c1C (stereo not given) | -1 | 13 | 0 | 2 | 0.9 | 106 | 103 | 2 | -4 | 0 | 98
Cc1cccc(C)c1-n1c(C)nn(-c2ncc(C(F)(F)F)cc2Cl)c1=O | 0 | 14 | 4 | 2 | 0.0 | 99 | ? | 4 | 1 | -1 | 98

Molecules from the list above with fluorine (nine):
structure | Bim-Bcl-B | GSH fluor | Bfl-1 Bim block | Bcl-W Bim block | ABCB1 inh | RGS8-Gao reg | RGS7-Gao reg | ABCG2 block | Bim-Bcl-XL | Bcl-2 Bim block | RGS4-Gao reg
Cc1ccc(NC(=O)CN(C)C(=O)COc2cc(F)ccc2[N+](=O)[O-])cc1 | -2 | 16 | -6 | 1 | 0.8 | 99 | 96 | 10 | 1 | -2 | 97
COc1ccccc1NC(=O)CCC(=O)Nc1nnc(C(F)(F)F)s1 | -9 | 25 | -12 | 0 | 1.0 | 100 | 98 | 6 | -5 | -9 | 99
CN(C)CCNC(=O)c1cccc(S(=O)(=O)Nc2ccc(F)cc2)c1 | 0 | 19 | -2 | -1 | -0.1 | 99 | 93 | 0 | 0 | -1 | 95
CC(C)CCNC(=O)C(c1ccncc1)N(CC1CCCO1)C(=O)Cn1nnc(-c2ccc(F)cc2)n1 (stereo not given) | 1 | 12 | 3 | -1 | -1.8 | 104 | 100 | -13 | 0 | 0 | 104
O=C(NC1CCCC1)C(c1ccsc1)N(C(=O)Cc1cccs1)c1ccc(F)cc1 (stereo not given) | -3 | 30 | -5 | -2 | 1.2 | 78 | 87 | -8 | -7 | 0 | 89
O=C(CCSc1nnc2ccccn12)Nc1ccc(F)cc1 | 0 | 13 | -2 | -3 | 0.6 | 98 | 100 | 3 | -3 | -5 | 99
Cc1nn(C)cc1C(C(=O)NC1CCCCC1)N(C(=O)Cc1cccs1)c1ccc(F)cc1 (stereo not given) | -13 | 6 | -1 | -8 | 1.2 | 93 | 85 | 15 | -8 | -2 | 87
O=C(OC(C(=O)NCC1CCCO1)c1ccc(F)cc1)c1ccco1 (stereo not given) | -5 | 13 | -5 | 3 | 0.9 | 101 | 107 | 9 | 0 | -3 | 104
Cc1cccc(C)c1-n1c(C)nn(-c2ncc(C(F)(F)F)cc2Cl)c1=O | 0 | 14 | 4 | 2 | 0.0 | 99 | ? | 4 | 1 | -1 | 98
